Screening data (PubChem BioAssay)
M5 antag – blocks acetylcholine activation of human M5 receptor; P08912; CHO-hM5 cells, Fluo-8 calcium fluorescence, ACh EC80; inhibition, % at 3 µM; 360,000 compounds, 0.59% hits; AID 624040;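 active means inhibition above a per-plate cutoff, the mean of that plate's test compounds plus 3 SD, cut at about 27% in these data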;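 further: 0% = acetylcholine EC80 with DMSO and 100% = DMSO without agonist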
Target sequence (P08912 whole entry, looked up): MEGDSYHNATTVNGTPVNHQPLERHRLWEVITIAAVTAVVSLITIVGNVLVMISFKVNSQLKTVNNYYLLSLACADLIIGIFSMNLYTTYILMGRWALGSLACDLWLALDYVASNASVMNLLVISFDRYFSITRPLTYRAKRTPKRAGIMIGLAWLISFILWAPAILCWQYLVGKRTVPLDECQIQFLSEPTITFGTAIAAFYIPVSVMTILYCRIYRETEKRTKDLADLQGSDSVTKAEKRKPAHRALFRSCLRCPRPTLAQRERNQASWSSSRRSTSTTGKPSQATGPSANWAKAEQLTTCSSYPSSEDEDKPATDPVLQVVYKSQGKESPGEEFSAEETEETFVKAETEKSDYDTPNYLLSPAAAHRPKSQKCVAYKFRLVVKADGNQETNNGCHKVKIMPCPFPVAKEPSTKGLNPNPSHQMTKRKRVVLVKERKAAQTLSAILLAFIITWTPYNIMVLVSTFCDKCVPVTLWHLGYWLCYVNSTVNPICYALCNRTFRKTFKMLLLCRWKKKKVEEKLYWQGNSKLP
M4 antag – antagonists of human muscarinic M4 receptor (CHRM4); P08173; CHO-hM4 cells, ACh EC80, Fluo-8 calcium fluorescence; inhibition, % at 3 µM; 360,000 compounds, 0.73% hits; AID 624125;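 active means inhibition above its plate's cutoff, the mean inhibition of sample wells plus 3 SD, cut at about 27% in these data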;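 further: 0% = acetylcholine EC80 with DMSO and 100% = DMSO without agonist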
Target sequence (P08173 whole entry, looked up): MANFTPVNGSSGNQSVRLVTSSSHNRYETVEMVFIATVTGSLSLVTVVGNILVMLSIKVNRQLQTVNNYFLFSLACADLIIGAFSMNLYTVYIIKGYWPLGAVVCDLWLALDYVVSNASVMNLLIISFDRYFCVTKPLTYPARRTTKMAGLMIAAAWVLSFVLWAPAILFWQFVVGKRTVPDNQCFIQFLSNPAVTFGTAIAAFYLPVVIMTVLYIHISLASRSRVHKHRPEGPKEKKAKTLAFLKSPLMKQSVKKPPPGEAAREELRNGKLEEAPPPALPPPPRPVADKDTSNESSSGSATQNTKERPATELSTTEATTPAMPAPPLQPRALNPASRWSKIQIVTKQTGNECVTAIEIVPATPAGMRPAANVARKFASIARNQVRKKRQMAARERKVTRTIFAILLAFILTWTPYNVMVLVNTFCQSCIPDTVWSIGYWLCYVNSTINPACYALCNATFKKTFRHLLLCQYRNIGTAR
M5 PAM – positive allosteric modulators of human muscarinic M5 receptor; P08912; CHO-K1 hM5, Fluo-8 calcium, ACh EC20 PAM; 0% = ACh EC20, 100% = ACh EC100; activation, % at 3 µM; 360,000 compounds, 0.3% hits; AID 624038;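 active means activation above the run cutoff, the mean activation of all test compounds plus 3 SD, cut at about 18% in these data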
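Test system: CHO-K1 hM5 cells / Doses: single-point, 3 µM nominal / Times: Post-acetylcholine fluorescence recording 140 s / Technique: Fluo-8 calcium fluorescence / Measure: Max/basal fluorescence ratio as % of EC20–EC100 ACh window / Benchmarks: low control EC20 acetylcholine (0%), high control EC100 acetylcholine (100%) / Replicates: one well per compound, no replicates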
M1 ag – agonists of human M1 muscarinic receptor. 360,000 compounds, 0.33% hits. activation, % at 3 µM. CHO-K1 hM1, Fluo-8 calcium fluorescence, agonist mode; 0% DMSO, 100% acetylcholine EC100;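 active means activation above the run's mean compound activation plus 3 SD, cut at about 16% in these data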;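 further: peak over basal fluorescence ratio within a 140 s kinetic read after compound addition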
M1 antag – blocks human M1 muscarinic receptor; CHO-K1 hM1, Fluo-8 calcium fluorescence, ACh EC80 antagonist; P11229; 360,000 compounds, 1.3% hits; inhibition, % at 3 µM; AID 588852;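 active means percent inhibition above its own plate's cutoff, namely the mean of that plate's compound wells plus 3 SD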;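 further: peak over basal fluorescence ratio during 140 s after agonist addition; 0% = ACh EC80 plus DMSO and 100% = DMSO alone without agonist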
CHRM4 agonist – agonists of human muscarinic M4 receptor (CHRM4); P08173; CHO-K1 hM4/Gqi5, Fluo-8 calcium fluorescence; vehicle 0%, full acetylcholine response 100%; activation, % at 3 µM; 360,000 compounds, 0.14% hits; AID 624127;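 active means activation above the run mean over all test wells plus 3 SD, cut at about 32% in these data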;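 further: peak over basal fluorescence ratio per well then scaled between controls; 0% = DMSO wells and 100% = acetylcholine at EC100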
TAAR1 agonist – human TAAR1 agonism; activation, % at 3 µM; CHO RD-HGA16 TAAR1, Fluo-8 calcium fluorescence; vehicle wells 0%, saturating PEA agonist 100%; AID 624467; 360,000 compounds, 0.99% hits;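 active means activation above the mean activation of all test compounds in the run plus 3 SD, cut at about 38% in these data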
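Assay system – CHO-derived RD-HGA16 cells with stable Gα16 and human TAAR1 · Compound dosing – one-point dosing at 3 µM (nominal) · Incubation – 17-24 h seeding, 75 min 37 °C dye, 30 min RT · Measured by – kinetic Fluo-8 calcium fluorescence · Control set – DMSO vehicle as 0%, PEA at EC100 as 100% · Repeats – single well for each compound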
CHRM5 agonist – agonists of human muscarinic M5 receptor (CHRM5); AID 624037; 360,000 compounds, 0.19% hits; activation, % at 3 µM; CHO-K1 hM5 cells, Fluo-8 calcium fluorescence; 0% DMSO wells, 100% maximal acetylcholine response;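 active means activation above the run's mean over test compounds plus 3 SD, cut at about 23% in these data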;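 further: signal is peak over basal fluorescence ratio across the kinetic read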
CHRM1 PAM – human CHRM1 positive allosteric modulation; activation, % at 3 µM; AID 588819; 360,000 compounds, 0.088% hits; P11229; CHO-K1 hM1, Fluo-8 calcium fluorescence, ACh EC20; 0% = ACh EC20, 100% = maximal ACh; in the data active means activation above about 19%, passing the limit was not always enough
* marks the source's active call; other numbers are inactive results; x = no result given.

SMILES | M5 antag | M4 antag | M5 PAM | M1 ag | M1 antag | CHRM4 agonist | TAAR1 agonist | CHRM5 agonist | CHRM1 PAM
Cc1ccc(-n2c(N)c(C#N)c(-c3ccccc3)c(C#N)c2=O)cc1 | -7 | -4 | 3 | -1 | -10 | 2 | 10 | -1 | 7
CC1=NN(C(=O)c2ccccc2)C(O)(c2ccc(Br)cc2)C1 (stereo unspecified) | 10 | -4 | -7 | -3 | -9 | 1 | 5 | -3 | 3
O=C(NC1CCCCC1)c1ccc(S(=O)(=O)NCc2ccco2)cc1 | 7 | -1 | -4 | -5 | -2 | 0 | 2 | -1 | 5
Cn1c(-c2ccc(F)cc2)cc2onc(-c3ccccc3Cl)c2c1=O | 7 | 2 | 2 | -4 | 1 | 1 | 6 | 2 | 4
Nn1c(SCC(=O)NC2CCCc3ccccc32)nnc1-c1cccs1 (stereo unspecified) | 3 | -10 | -5 | -4 | -3 | 0 | 14 | 1 | 6
CCOC(=O)C(=O)Nc1cc(C)nn1-c1nc2ccccc2[nH]1 | 4 | 11 | 0 | -2 | 13 | 2 | -3 | 1 | -2
COc1ccc(C(C(O)C(=O)c2c[nH]c3ccccc23)N2CCN(c3ccccc3)CC2)cc1 (stereo unspecified) | 8 | 6 | -3 | 8 | -17 | 13 | 40* | 16 | 6
O=c1c2ccccc2ncn1-c1ccccc1F | 10 | 1 | 1 | -8 | -3 | -1 | -1 | -1 | 7
Nc1ccccc1SC1CC(=O)N(c2ccccc2Cl)C1=O (stereo unspecified) | 4 | -1 | -1 | -6 | -6 | 2 | 2 | -4 | 4
COc1ccc(C(=O)Nc2cc(C)nn2-c2nc3ccccc3[nH]2)c(OC)c1 | 5 | 9 | -8 | -3 | 13 | 3 | 5 | 0 | -2
CCOC(=O)c1nc(Nc2ccc(Nc3ccccc3)cc2)c2ccccc2n1 | 18 | 0 | -18 | 4 | 21 | 9 | 11 | -3 | -5
CN(NC(=O)c1ccccc1F)c1ccc([N+](=O)[O-])cn1 | 6 | -2 | 0 | -3 | -12 | 1 | 0 | -1 | 15
Cc1nc(C)c(C(=O)NNS(=O)(=O)c2ccccc2)s1 | -9 | -3 | 9 | -2 | -3 | 3 | 0 | 3 | 3
COC(=O)CSc1nnc(CCc2nc3ccccc3[nH]2)n1C | -7 | -1 | 4 | -3 | -3 | 1 | 2 | -2 | 8
Nc1ccc2nc(-c3ccccc3)sc2c1 | 0 | 5 | 7 | -4 | -7 | 1 | 1 | -1 | 10
O=S(=O)(Nc1ccc2ccccc2n1)c1ccccc1Cl | 0 | -11 | 1 | -5 | -11 | 2 | -1 | -5 | -5
COc1ccc(-c2nc(N)ncc2-c2csc(C)n2)c(O)c1OC | 0 | 3 | -3 | -2 | 8 | 1 | 3 | 0 | -7
Cc1no[n+]([O-])c1COc1ccccc1/C=C1\NC(=S)NC1=O | 5 | 10 | -4 | -4 | -6 | 0 | 7 | 0 | 4
CCCCOc1ccc(S(=O)(=O)NC(=O)C2(C)CCN2C(=O)c2c(C)noc2C)cc1 (stereo unspecified) | -4 | -3 | 1 | -4 | -12 | 1 | 0 | 0 | 3
Cc1cc2nc(C3CCCCC3)c(Cc3ccccc3)n2c(C)c1Br | -1 | -10 | -8 | -1 | -22 | 0 | 0 | 3 | -2

In the list so far, 3 contain fluorine.
SMILES | M5 antag | M4 antag | M5 PAM | M1 ag | M1 antag | CHRM4 agonist | TAAR1 agonist | CHRM5 agonist | CHRM1 PAM
Cn1c(-c2ccc(F)cc2)cc2onc(-c3ccccc3Cl)c2c1=O | 7 | 2 | 2 | -4 | 1 | 1 | 6 | 2 | 4
O=c1c2ccccc2ncn1-c1ccccc1F | 10 | 1 | 1 | -8 | -3 | -1 | -1 | -1 | 7
CN(NC(=O)c1ccccc1F)c1ccc([N+](=O)[O-])cn1 | 6 | -2 | 0 | -3 | -12 | 1 | 0 | -1 | 15

More compounds follow.
SMILES | M5 antag | M4 antag | M5 PAM | M1 ag | M1 antag | CHRM4 agonist | TAAR1 agonist | CHRM5 agonist | CHRM1 PAM
CCOC(=O)c1ccccc1-n1nnnc1C | 12 | 1 | 2 | 0 | -12 | 0 | 4 | 0 | 16
Cc1ccc(-c2nc3ccc(Br)cn3c2CC(C)(C)C)cc1 | -1 | -6 | 2 | -5 | -20 | 1 | -1 | 0 | 5
CCOC(=O)[C@]12CCCC=C1N(CCC1=CCCCC1)C(=O)[C@H](CC(=O)N1CCCC1)C2 | -3 | 2 | 10 | x | x | 4 | -2 | 1 | x
COCc1ccc(C(=O)N2CCCC(C(=O)c3ccc(SC)cc3)C2)s1 (stereo unspecified) | -6 | -8 | 5 | 0 | -3 | 8 | 8 | -3 | 13
O=C(COC(=O)c1ccc(F)cc1F)Nc1ccc2[nH]c(=O)[nH]c2c1 | 5 | -6 | 2 | -5 | 5 | 0 | 2 | 0 | 0
COc1ccc(CNC(=O)C2CCN(S(=O)(=O)c3ccc4c(c3)C(C)(C)C(=O)N4C)CC2)cc1 | 0 | 101* | -5 | -5 | -6 | -3 | 3 | 0 | 6
COc1ccc(OC)c(C(C)NC(=O)C(C)n2cc([N+](=O)[O-])cn2)c1 (stereo unspecified) | 0 | -1 | -1 | 1 | -7 | 2 | 7 | 4 | 9
Cn1c(=O)c2c(nc(NCCc3ccccc3)n2Cc2ccccc2)n(C)c1=O | 5 | 8 | -1 | -7 | -1 | -1 | 11 | -1 | 3
Cc1ccsc1/C=N/NC(=O)c1nnn(-c2nonc2N)c1CSc1ccccc1 | 12 | -8 | 0 | -2 | -14 | 2 | 5 | -3 | 6
CN(C)C(=O)c1cc(C(=O)c2ccc(F)cc2Cl)c[nH]1 | 4 | -15 | 2 | 0 | -27 | 3 | 0 | -2 | 17
CC(OC(=O)c1cc(=O)c2ccccc2o1)C(=O)c1ccccc1 (stereo unspecified) | -1 | -8 | 4 | -4 | -9 | 0 | 2 | 2 | 10
COc1ccccc1OCC(=O)NC1CCCc2ccccc21 (stereo unspecified) | -5 | -15 | 1 | -6 | -12 | 0 | 3 | -5 | 7
COc1cccc2c1OCC/C2=N\NC(=O)COc1ccccc1C | 4 | -2 | -4 | 1 | -12 | 4 | 10 | 1 | 15
CCCc1c(C)c2cc(C)ccc2[nH]c1=O | -8 | -2 | 6 | -4 | -17 | -3 | 13 | 1 | 16
CCc1nc2ccc(C(=O)NCCC(C)C)cn2c1N(CCN(C)C)CC1CC1 | 19 | 2 | 0 | 3 | 6 | 1 | 0 | -4 | 0
COc1ccc(Br)cc1C(=O)NC(=S)Nc1cc(-c2nc3ccccc3[nH]2)ccc1C | 5 | 3 | -10 | -4 | 9 | 2 | 0 | 1 | -4
O=C(CNC(c1ccccc1)c1ccccc1)Nc1ccc(F)cc1 | 4 | -9 | -1 | -8 | 11 | 1 | -2 | -6 | -3
Cc1ccc(C(OCC(O)CNC(CO)C(O)c2ccc([N+](=O)[O-])cc2)c2ccccc2)cc1 (stereo unspecified) | -3 | -8 | 5 | -8 | 1 | 13 | 16 | -3 | 5
O=C(N/N=C/c1ccccc1Br)c1ccc(CSc2cccc3cccnc23)cc1 | -4 | -1 | -4 | 3 | -8 | 1 | 12 | -3 | 10
Cc1cc(C)cc(NC(=O)C2CCCN(S(=O)(=O)c3ccc4[nH]c(=O)ccc4c3)C2)c1 (stereo unspecified) | -3 | -9 | -3 | -9 | -10 | 0 | 2 | 1 | 4
COC(=O)C(=N/Nc1ccccc1C(=O)OC)/C(C)=N/O | -7 | -26 | 4 | -5 | -23 | 0 | -3 | -9 | 12
COc1ccc(NC(=O)N(C2CCCCC2)C2CCN(C(C)C)CC2)c(OC)c1 | -10 | -6 | 1 | -5 | -9 | 1 | 14 | -4 | 12
Cn1c(N)c(C(=O)COC(=O)CNS(=O)(=O)c2cccc(Cl)c2)c(=O)n(C)c1=O | -6 | 0 | 6 | -2 | -10 | 1 | 0 | 1 | 12
Cc1ccc(NC(=O)CSc2nc(=O)n(CCN(C)C)c3c2CCCC3)cc1Cl | 9 | -10 | -1 | -8 | 0 | 1 | 2 | -7 | -7
CCN(C[C@H]1N[C@@](CC)(C(=O)OC)[C@H]2C(=O)N(Cc3ccccc3)C(=O)[C@@H]12)C(=O)Nc1ccc(OC)cc1 | -3 | 2 | -2 | 1 | -11 | 0 | 3 | 1 | 8
CC(=O)NCCC(=O)Nc1nc(C)c(Cc2ccc3c(c2)OCO3)s1 | -4 | -1 | 1 | -10 | -2 | 0 | 0 | -1 | 10
Cc1ccc(CNC(=O)c2ccc(Br)o2)cc1 | 3 | -5 | -3 | -6 | -8 | 0 | 8 | -3 | 9
CCN(CCCNC(=O)COc1cc(=O)n(C)c2ccccc12)c1ccccc1 | -8 | -5 | 3 | -7 | -4 | 2 | 14 | 1 | 5
COC(=O)c1ccc(N2CCOCC2)c(NC(=O)c2cccnc2)c1 | 5 | 0 | 2 | -3 | -8 | 1 | 0 | -4 | 7
CCN(CC(=O)Nc1ccc(C(=O)Nc2ccc(OC)cc2)cc1)Cc1nc2ccccc2c(=O)[nH]1 | -6 | -17 | -3 | -5 | 0 | 0 | 2 | 1 | 0
COC(=O)COc1ccc(S(=O)(=O)N2CCN(c3ccccc3)CC2)cc1 | 4 | 14 | -9 | -2 | -11 | 1 | 7 | -3 | 6
COC(=O)CC1C(=O)NCCN1C(=O)c1oc2c(C)c(C)ccc2c1C (stereo unspecified) | -6 | -6 | -1 | -2 | -1 | 2 | 0 | 0 | 4
Cc1ccc(OCC(=O)Nc2ccc(S(=O)(=O)NC3=NCCCCC3)cc2)cc1 | 4 | -2 | -3 | 2 | -7 | 6 | 4 | 3 | 2
CCCOC(=O)c1ccc(Oc2cn[nH]c2-c2ccc(OCC)cc2O)cc1 | -1 | 10 | 6 | -2 | -18 | 0 | 1 | -2 | 3
NC1=NC(=O)C(Cc2cc(Cl)ccc2Cl)S1 (stereo unspecified) | 1 | 3 | -2 | -2 | -1 | 0 | 1 | -1 | 5
CCOC(=O)C1=C(COC(=O)c2cc(OC)c(OC)cc2[N+](=O)[O-])NC(=O)NC1C (stereo unspecified) | 2 | -5 | -8 | -1 | 3 | 5 | 2 | 3 | 1
COc1cc(OC)cc(C(=O)Nc2ccc([N+](=O)[O-])cn2)c1 | 2 | -3 | -3 | -4 | 11 | 1 | 23 | -2 | -5
CCCSC(=S)c1c(C)[nH]n(-c2ccccc2)c1=O | 22 | 5 | -28 | 8 | 21 | 20 | 5 | 9 | -17
COc1ccccc1CN1CC(C(=O)N(C)CCOc2ccccc2)CCC1=O (stereo unspecified) | -4 | 0 | 1 | -2 | -8 | 2 | 1 | -2 | 7
O=C(Nc1ccc(Cl)cn1)c1cccc(S(=O)(=O)N2CCCCC2)c1 | 2 | -10 | 0 | -6 | -4 | 2 | 6 | -4 | 2

The list is partial; count on the stated rates, not on these rows.
